Screens from PubChem BioAssay.
KLF5 inh – kruppel-like factor 5 inhibition; DLD-1 KLF5 promoter-luciferase reporter, luminescence; inhibition, % at 5 µM; 290,000 tested, 0.23% active; AID 1700;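 active means inhibition above a per-plate limit of that plate's mean compound inhibition plus 3 SD, cut at about 60% in these data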;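 further: 0% = DMSO wells and 100% = LY294002 at 200 µM; higher means less KLF5 promoter-driven luciferase light; inactives centre near -14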
HSF-1 act – increases HSF-1 driven luciferase reporter signal; NIH3T3-HGL HSF-1 luciferase reporter, MG132, 8 h; 100% = twice DMSO control signal; activation, % at 9 µM; 300,000 tested, 1.7% active;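 active means mean replicate activation of at least 50% with a set share of replicates each reaching 50%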;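 further: 0% = median of the neutral control wells and 100% = twice that signal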
aSyn UTR inh – 5' untranslated region of α-synuclein, MLPCN primary screen | inhibition, % (tested at 7.5 µM) | alpha-synuclein 5'UTR reporter, inhibitor activity | 300,000 tested, 0.82% active | AID 1813; in the data active means inhibition above about 60%;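 further: H4 neuroglioblastoma cells stably carrying SNCA 5'UTR luciferase fusion; 0% = DMSO wells and 100% = positive control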
HIF act – HIF pathway transcriptional activation; U2OS HRE-luciferase reporter, luminescence; normalized: DMSO 0%, desferrioxamine 100%; activation, % at 7.5 µM (by protocol); 300,000 tested, 0.32% active;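 active means mean activation of at least 10% of the iron chelator positive control signal, with at least half of replicates also reaching 10%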
Platelet DG rel – modulates dense granule release in human platelets | human platelet-rich plasma, SFLLRN dense granule ATP release, luminescence | inhibition, %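 (compounds screened at 7.5 µM in platelet-rich plasma)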 | 300,000 tested, 0.22% active | AID 1663;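 active means mean replicate score, as percent of positive control, at or above 50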
HSP90 refold inh – inhibitors of HSP90 luciferase refolding in rabbit reticulocyte lysate; luciferase refolding luminescence, 3 h; inhibition, % at 5.6 µM; 290,000 tested, 0.91% active;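 active means inhibition above the screen-wide mean plus 3 SD, computed separately per campaign, cut at about 16% in these data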;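 further: 0% = DMSO wells and 100% = 60 µM geldanamycin wells; inhibitors lower the luminescence because luciferase stays unfolded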
HSF1 inh – HSF1 inhibition; NIH3T3-HGL HSE-luciferase, MG132-induced, luminescence 8 h; hits give low values; activity change, negative = inhibition, % at 7.5 µM (by protocol); 300,000 tested, 0.77% active;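 active means more than half of replicate wells show activity change below -50%, luminescence cut by over half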;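 further: luciferase reports HSF-1 transcriptional activity via heat shock element; 0% = median of DMSO wells and -100% = zero luminescence signal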
HDAC3 inhib – inhibitors of human histone deacetylase 3 | O15379 | inhibition, % at 8.3 µM | recombinant HDAC3, fluorogenic peptide/trypsin coupled, fluorescence | 320,000 tested, 0.15% active; in the data active means inhibition above about 26%, passing the limit was not always enough
Target sequence (O15379 whole entry, looked up): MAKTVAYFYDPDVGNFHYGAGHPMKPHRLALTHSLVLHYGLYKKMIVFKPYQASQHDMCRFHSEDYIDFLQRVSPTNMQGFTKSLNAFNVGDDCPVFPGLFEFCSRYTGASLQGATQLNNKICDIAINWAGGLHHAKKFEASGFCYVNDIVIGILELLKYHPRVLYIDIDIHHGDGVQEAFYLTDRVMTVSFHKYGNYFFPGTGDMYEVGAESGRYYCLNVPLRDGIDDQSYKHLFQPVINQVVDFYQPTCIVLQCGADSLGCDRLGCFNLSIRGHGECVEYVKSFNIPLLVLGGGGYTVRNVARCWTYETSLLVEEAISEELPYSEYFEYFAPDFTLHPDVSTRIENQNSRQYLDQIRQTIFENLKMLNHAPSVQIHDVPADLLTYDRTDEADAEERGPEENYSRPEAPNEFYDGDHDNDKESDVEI
IEC-6 cytotox – kills IEC-6 intestinal cells in KLF5 counter-screen. IEC-6 cytotoxicity, luminescence viability. inhibition, % at 5 µM. 290,000 tested, 0.78% active. AID 1825; in the data active means inhibition above about 22%;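 further: 0% = plate median of test compound wells and 100% = cytotoxic reference compound wells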
AI-2 QS mod – modulators of Vibrio harveyi AI-2 quorum sensing system; Vibrio harveyi JMH597 AI-2 luminescence/OD600 ratio, 9 h; hits give low values; strain lacks LuxN and CqsS sensors; 0 = neutral-control median; activity change, % at 7.5 µM; 300,000 tested, 0.4% active; AID 2094; in the data active means activity change below about -75%, passing the limit was not always enough;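 further: luminescence divided by OD600 gain over 9 h not by final OD600 alone; inactives centre near 13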
Numbers without * were called inactive.

Results for COc1ccc(-c2nc3ccccc3c(C(=O)Nc3ccc(S(=O)(=O)Nc4cc(C)on4)cc3)c2C)cc1 ?
KLF5 inh: -43; HSF-1 act: -7; aSyn UTR inh: 13; HIF act: 0.8; Platelet DG rel: -2; HSP90 refold inh: -2; HSF1 inh: 9; HDAC3 inhib: 1; IEC-6 cytotox: 1; AI-2 QS mod: 36

How did CCN(CC)S(=O)(=O)c1ccc(NC(=O)Cn2cnc3ccccc3c2=O)cc1 do in these assays?
KLF5 inh: -1; HSF-1 act: 0; aSyn UTR inh: 23; HIF act: -0.9; Platelet DG rel: -2; HSP90 refold inh: -1; HSF1 inh: -4; HDAC3 inhib: 3; IEC-6 cytotox: -5; AI-2 QS mod: -94*

How did CCOC(=O)c1c(-c2ccccc2)csc1NC(=O)CCN1C(=O)c2ccccc2C1=O do in these assays?
KLF5 inh: -4; HSF-1 act: 26; aSyn UTR inh: 3; HIF act: 0.6; Platelet DG rel: 18; HSP90 refold inh: 1; HSF1 inh: 7; IEC-6 cytotox: 3; AI-2 QS mod: 20

What do the screens show for `COCCn1c(SCC(=O)N2CCOCC2)nc2ccccc2c1=O`?
KLF5 inh: -26; HSF-1 act: 3; aSyn UTR inh: -8; HIF act: -1.5; Platelet DG rel: 15; HSP90 refold inh: 3; HSF1 inh: -3; HDAC3 inhib: 5; IEC-6 cytotox: -1

What do the screens show for `O=C(CN1CCc2ccccc21)NN1CC(=O)N(c2ccccc2)CC1=O`?
KLF5 inh: -18; HSF-1 act: 1; aSyn UTR inh: 4; HIF act: -0.2; Platelet DG rel: -1; HSP90 refold inh: -1; HSF1 inh: 7; HDAC3 inhib: -1; IEC-6 cytotox: 0; AI-2 QS mod: 24

Results for CCN(CC)S(=O)(=O)c1cc(NC(=O)C(C)N2CCc3ccccc32)ccc1C (centres undefined) ?
KLF5 inh: -4; HSF-1 act: 10; aSyn UTR inh: 0; HIF act: -0.6; Platelet DG rel: 5; HSP90 refold inh: -3; HSF1 inh: -1; HDAC3 inhib: 8; IEC-6 cytotox: -4; AI-2 QS mod: 25

What do the screens show for `O=C(Nc1nc2ccc(Br)cc2s1)c1ccco1`?
KLF5 inh: -133; HSF-1 act: 47; aSyn UTR inh: -42; HIF act: 1.6; Platelet DG rel: 0; HSP90 refold inh: 3; HSF1 inh: 14; HDAC3 inhib: -7; IEC-6 cytotox: -2; AI-2 QS mod: -8

What do the screens show for `COc1ccc(Oc2ncnc3sccc23)cc1`?
KLF5 inh: -34; HSF-1 act: 20; aSyn UTR inh: -95; HIF act: 6.0; Platelet DG rel: 9; HSP90 refold inh: -2; HSF1 inh: 1; HDAC3 inhib: 0; IEC-6 cytotox: -2; AI-2 QS mod: 9

What do the screens show for `CC(C)(C)c1ccc2c(c1)C(=O)c1ccccc1C2=O`?
KLF5 inh: -50; HSF-1 act: 4; aSyn UTR inh: -29; HIF act: 0.4; Platelet DG rel: 9; HSP90 refold inh: -3; HSF1 inh: -3; HDAC3 inhib: 5; IEC-6 cytotox: -6; AI-2 QS mod: 13

Results for C[C@@H]1CC[C@]2(O[C@@H](CCO)C[C@@H](O)[C@@H]2O)O1 ?
HSF-1 act: -6; aSyn UTR inh: 4; HIF act: -0.7; Platelet DG rel: -3; HSF1 inh: 7; HDAC3 inhib: 1; AI-2 QS mod: 15

No new results follow: 2 of the compounds above.
What do the screens show for `CC(C)(C)c1ccc2c(c1)C(=O)c1ccccc1C2=O`?
KLF5 inh: -50; HSF-1 act: 4; aSyn UTR inh: -29; HIF act: 0.4; Platelet DG rel: 9; HSP90 refold inh: -3; HSF1 inh: -3; HDAC3 inhib: 5; IEC-6 cytotox: -6; AI-2 QS mod: 13

Results for C[C@@H]1CC[C@]2(O[C@@H](CCO)C[C@@H](O)[C@@H]2O)O1 ?
HSF-1 act: -6; aSyn UTR inh: 4; HIF act: -0.7; Platelet DG rel: -3; HSF1 inh: 7; HDAC3 inhib: 1; AI-2 QS mod: 15

Next results follow:
Results for CCOP(=O)(/C(C#N)=C(\C)O)c1ccccc1 (centres undefined) ?
KLF5 inh: -17; HSF-1 act: -12; aSyn UTR inh: -3; HIF act: 0.4; Platelet DG rel: -1; HSP90 refold inh: 4; HSF1 inh: -7; HDAC3 inhib: 1; IEC-6 cytotox: 1; AI-2 QS mod: 9

Results for Cc1cc(=O)n(CCCO)c(O)c1C#N ?
KLF5 inh: -17; HSF-1 act: -3; aSyn UTR inh: 14; HIF act: -0.3; Platelet DG rel: 2; HSP90 refold inh: -2; HSF1 inh: 3; HDAC3 inhib: 6; IEC-6 cytotox: -9; AI-2 QS mod: 10

Results for CC1=C(C(=O)Nc2ccccc2)C(c2cccc([N+](=O)[O-])c2)Nc2nc3ccccc3n21 (centres undefined) ?
KLF5 inh: -6; HSF-1 act: -20; aSyn UTR inh: 13; HIF act: 0.7; Platelet DG rel: -5; HSP90 refold inh: 4; HSF1 inh: 0; HDAC3 inhib: 3; IEC-6 cytotox: -5; AI-2 QS mod: 10

Results for COc1ccc(C(=O)c2ccc(OC)c3cccc(O)c23)cc1OC ?
KLF5 inh: -22; HSF-1 act: 14; aSyn UTR inh: 28; HIF act: -0.4; Platelet DG rel: 1; HSP90 refold inh: 0; HSF1 inh: 14; HDAC3 inhib: 11; IEC-6 cytotox: 0; AI-2 QS mod: 19

Results for COc1ccccc1-c1ccc(Nc2ccc(C(=O)N3CCOCC3)cc2)nn1 ?
KLF5 inh: -51; HSP90 refold inh: 0; HDAC3 inhib: 9; IEC-6 cytotox: 2; AI-2 QS mod: 27

How did Cn1c(C(=O)OCC(=O)NCCc2ccccc2)cc2sccc21 do in these assays?
KLF5 inh: -11; HSF-1 act: 1; aSyn UTR inh: 9; HIF act: -0.2; Platelet DG rel: -7; HSP90 refold inh: -2; HSF1 inh: -1; HDAC3 inhib: -6; IEC-6 cytotox: -3; AI-2 QS mod: 14

Results for CCCCN(C(=O)CNC(=O)c1ccco1)C(C(=O)NC1CCCCC1)c1cccnc1 (centres undefined) ?
KLF5 inh: -7; HSF-1 act: 12; aSyn UTR inh: 1; HIF act: -0.5; Platelet DG rel: 0; HSP90 refold inh: -4; HSF1 inh: 1; HDAC3 inhib: -3; IEC-6 cytotox: -5; AI-2 QS mod: 9

What do the screens show for `CNC(=S)N(Cc1ccc(OC)cc1)Cc1cc2ccc(C)cc2[nH]c1=O`?
KLF5 inh: -10; HSF-1 act: 2; aSyn UTR inh: 15; HIF act: 0.6; Platelet DG rel: -3; HSP90 refold inh: -2; HSF1 inh: 15; HDAC3 inhib: -9; IEC-6 cytotox: -7; AI-2 QS mod: 17

How did CC(C)CNC(=O)C(=O)NNC(=O)C1CCCCC1 do in these assays?
KLF5 inh: -8; HSF-1 act: 1; aSyn UTR inh: 28; HIF act: 0.5; Platelet DG rel: -1; HSP90 refold inh: 0; HSF1 inh: -3; HDAC3 inhib: -1; IEC-6 cytotox: -4; AI-2 QS mod: 17

How did Cc1onc(-c2ccccc2)c1C(=O)Nc1cccc(C#N)c1 do in these assays?
KLF5 inh: -6; HSF-1 act: -5; aSyn UTR inh: -9; Platelet DG rel: -6; HSP90 refold inh: -6; HSF1 inh: 1; HDAC3 inhib: -1; IEC-6 cytotox: -7; AI-2 QS mod: 10

What do the screens show for `CCOc1ccc(N2C(=O)CC(NCCc3c[nH]c4ccccc34)C2=O)cc1` (centres undefined)?
KLF5 inh: -15; HSF-1 act: 15; aSyn UTR inh: 10; HIF act: -0.3; Platelet DG rel: 1; HSP90 refold inh: -1; HSF1 inh: 6; HDAC3 inhib: 1; IEC-6 cytotox: -1; AI-2 QS mod: 11

How did COC(=O)C1=C(C)N(Cc2ccccc2)C(=O)N[C@H]1c1cccc(C(F)(F)F)c1 do in these assays?
HSF-1 act: 19; aSyn UTR inh: 17; HIF act: 0.9; Platelet DG rel: 1; HSF1 inh: -1; HDAC3 inhib: 14; AI-2 QS mod: 4

What do the screens show for `O=C(OCC(=O)C12CC3CC(CC(C3)C1)C2)c1cccnc1Cl`?
KLF5 inh: -12; HSF-1 act: 19; aSyn UTR inh: -15; HIF act: 0.0; Platelet DG rel: 0; HSP90 refold inh: -2; HSF1 inh: 13; HDAC3 inhib: -13; IEC-6 cytotox: -5; AI-2 QS mod: 19

Results for O=C(c1ccc2c(=O)n(Cc3ccccc3)c(=S)[nH]c2c1)N1CCOCC1 ?
KLF5 inh: -8; HSF-1 act: -90; aSyn UTR inh: 28; HIF act: -1.3; Platelet DG rel: 1; HSP90 refold inh: -2; HSF1 inh: -87*; HDAC3 inhib: 8; IEC-6 cytotox: -7

What do the screens show for `COc1ccccc1N1CCN(C(=O)c2ccc3c(Cl)c4c(nc3c2)CCCC4)CC1`?
KLF5 inh: 14; HSF-1 act: 40; aSyn UTR inh: -3; HIF act: 0.3; Platelet DG rel: -1; HSP90 refold inh: -3; HSF1 inh: 25; HDAC3 inhib: -6; IEC-6 cytotox: 15; AI-2 QS mod: 45

How did O=C(NC1CCCCC1)C1COc2ccccc2O1 (centres undefined) do in these assays?
HSF-1 act: 15; aSyn UTR inh: -26; HIF act: 0.8; Platelet DG rel: 16; HSF1 inh: 7; HDAC3 inhib: -2; AI-2 QS mod: 16

What do the screens show for `Cc1cccc(C)c1OCC(O)Cn1ccnc1C` (centres undefined)?
HSF-1 act: -31; aSyn UTR inh: 24; HIF act: -0.2; Platelet DG rel: -10; HSF1 inh: -14; HDAC3 inhib: 2; AI-2 QS mod: 20

What do the screens show for `CCOC(=O)CSc1nc2sc(C)c(C)c2c(=O)n1C`?
KLF5 inh: -4; HSF-1 act: 0; aSyn UTR inh: 0; HIF act: -0.5; Platelet DG rel: 3; HSP90 refold inh: -1; HSF1 inh: 3; HDAC3 inhib: 1; IEC-6 cytotox: -4; AI-2 QS mod: 23

Results for NS(=O)(=O)c1ccc(CNC(=O)c2ccc3ccccc3n2)cc1 ?
KLF5 inh: -25; HSF-1 act: 0; aSyn UTR inh: 4; HIF act: -0.6; Platelet DG rel: -19; HSP90 refold inh: -2; HSF1 inh: 0; HDAC3 inhib: 0; IEC-6 cytotox: 2; AI-2 QS mod: 2

What do the screens show for `COc1ccc(-n2c(SCC(=O)N3CCCC(C)C3)nnc2-c2cccnc2)cc1` (centres undefined)?
KLF5 inh: -3; HSF-1 act: -8; aSyn UTR inh: -6; HIF act: -0.4; Platelet DG rel: 5; HSP90 refold inh: 2; HSF1 inh: -3; HDAC3 inhib: 0; IEC-6 cytotox: -1; AI-2 QS mod: 106

What do the screens show for `C/C(=N\NC(=S)NCc1ccccc1)c1ccc(Br)cc1`?
KLF5 inh: -33; HSF-1 act: 6; aSyn UTR inh: 6; HIF act: 0.3; Platelet DG rel: -3; HSP90 refold inh: -4; HSF1 inh: 6; HDAC3 inhib: -10; IEC-6 cytotox: -4; AI-2 QS mod: 6

What do the screens show for `Clc1ccc(-c2noc3c2-c2nc(Cc4cccc5ccccc45)sc2CC3)cc1`?
HSF-1 act: -20; aSyn UTR inh: -7; HIF act: 0.1; Platelet DG rel: -3; HSF1 inh: 3; HDAC3 inhib: 2; AI-2 QS mod: -6

Results for Cc1noc(C)c1CSc1ncnc2sc3c(c12)CCCCC3 ?
KLF5 inh: -14; HSF-1 act: -1; aSyn UTR inh: 2; HIF act: 0.0; Platelet DG rel: -10; HSP90 refold inh: 1; HSF1 inh: 0; HDAC3 inhib: 3; IEC-6 cytotox: 2; AI-2 QS mod: 24

What do the screens show for `CCOc1ccc(-c2nnn(CC(=O)N3CCN(c4ccc(F)cc4)CC3)n2)cc1OCC`?
KLF5 inh: -9; HSF-1 act: 8; aSyn UTR inh: 18; HIF act: -18; Platelet DG rel: 9; HSP90 refold inh: 1; HSF1 inh: -2; HDAC3 inhib: 0; IEC-6 cytotox: -2; AI-2 QS mod: 0
